XIAP displacement = small molecules displacing peptide from XIAP – biochemical, IAP family, fluorescence polarization (AID 1018) | XIAP BIR domain, fluorescence polarization peptide displacement; higher % means a stronger effect | one-dose displacement, % at 20 µM; IC50 in µM for titrated hits | 200,000 tested, 0.007% active; in the data active = displacement above about 50%; note: a part of the inactive calls stands beside numbers as strong as those of hits
CSM14.1 death rescue = rescue of cells from ER stress-induced death, primary screen, 384-well, CSM14.1, thapsigargin, ATP luminescence (AID 1222); CSM14.1 thapsigargin-induced death rescue, ATP luminescence; higher % means a stronger effect; cellular ATP content (survival), % at 20 µM, or EC50 in µM where a hit was titrated; 190,000 tested, under 10 active;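 active = EC50 below 50 µM in the dose-response confirmation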;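 note: death triggered by thapsigargin at about 15 µM added after 2 h compound pretreatment; cell ATP read after overnight thapsigargin exposure of roughly 18 to 22 hours; normalized against plate controls of thapsigargin alone and 5% DMSO vehicle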
HEK293 NOD2/NF-kB = NOD2 signaling inhibitors, cell-based, luminescence, uHTS, HEK293 (AID 1566). 290,000 tested, 0.63% active. HEK293 NOD2/NF-kB luciferase reporter, luminescence; higher % means a stronger effect. inhibition, % at 4 µM; hits with a dose series show EC50 in µM; note: many of its hits are not listed in these tables
P. falciparum M1AAP = P. falciparum M1AAP inhibitors, biochemical, fluorogenic H-Leu-NHMec substrate, 1536-well (AID 1445). recombinant M1AAP, H-Leu-NHMec fluorogenic kinetic assay; higher % means a stronger effect. inhibition, % at 30 µM, or IC50 in µM where a hit was titrated. 220,000 tested, 0.42% active;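 active = primary inhibition above the hit cutoff, then over 50% inhibition at one or more dose response concentrations, cut at about 23% in these data, passing the limit was not always enough; inconclusive = conflicting primary data, or primary hits not chosen for dose response; inactive = low primary inhibition, or under 50% at every dose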;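 note: plate controls were DMSO full reaction for no effect and no enzyme background for full effect; strong numbers were not always called active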
SIAH1 antagonists = blockers of Siah-1 interaction with plectin peptide – biochemical, fluorescence polarization, rhodamine-plectin, uHTS, primary screen (AID 1817); displacement, % at 20 µM, or IC50 in µM where a hit was titrated; Siah-1 / rhodamine-plectin peptide fluorescence polarization; higher % means a stronger effect; 290,000 tested, 0.02% active;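 active = displacement of at least 50% at 20 µM, with a fluorescence ratio check between 0.3 and a set limit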;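 note: plate controls were Siah plus tracer with DMSO for no effect and tracer alone without Siah for full effect; strong numbers were not always called active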
LYP phosphatase = inhibitors of LYP phosphatase, biochemical, fluorescence intensity, uHTS (AID 1779). recombinant LYP phosphatase, fluorescence intensity; higher % means a stronger effect. inhibition, % at 11.5 µM; hits with a dose series show IC50 in µM. 290,000 tested, 0.054% active;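 note: plate controls were vehicle with enzyme for no effect and no enzyme for full effect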
P. falciparum M17LAP = P. falciparum M17LAP inhibitors, primary screen, biochemical, fluorogenic H-Leu-NHMec substrate, 1536-well (AID 1619). recombinant M17LAP, H-Leu-NHMec fluorogenic kinetic assay; higher % means a stronger effect. one-dose inhibition, % at 30 µM; IC50 in µM for titrated hits. 220,000 tested, 0.38% active;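 active = compound inhibiting the enzyme by more than half at any dose during confirmatory dose-response retesting; inconclusive = strong single-dose inhibitors picked by rank but not retested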;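 note: plate controls were full reaction with DMSO carrier for no effect and no enzyme background for full effect; strong numbers were not always called active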
Lipid droplet = modulators of hepatic lipid droplet formation. AML12 mouse hepatocytes, oleate lipid droplets, BODIPY imaging. inhibition, % at 6.5 µM. 240,000 tested, 0.4% active. AID 1656;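 active = lipid droplet intensity inhibited by at least 50%, with more than 500 cells counted; inconclusive = wells with under 300 cells, treated as cytotoxic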
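System: AML12 hepatocytes (mouse). Probe or stimulus: oleic acid at 100 µM to induce lipid droplet formation. Times: overnight treatment with compound plus oleate. Detection: Image-based BODIPY and DAPI two-channel analysis. Evaluation: percent inhibition of filter-corrected integrated lipid droplet intensity per well.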
AID2073 = inhibitors of Mint1-CaV2.2 protein interaction, biochemical, HTRF (AID 2073); 290,000 tested, 0.19% active; inhibition, % at 20 µM, or IC50 in µM where a hit was titrated; HTRF protein-protein interaction, Mint1-CaV2.2; higher % means a stronger effect; in the data active = inhibition mostly above about 51%, no sharp cut-off; inconclusive = no clear call, values can overlap the other calls; inactive = mostly below about 53%; note: some results filed as inactive read as strong as hits
Lipid droplet cells 6.5 µM = also measured in Lipid droplet; calls as there; cell count; measured here: cell count, cytotoxicity flag;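 cells counted across two imaged fields per well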
* = called active by the depositor; ? = inconclusive; · = not tested or not shown. Cut-off read from the data, not from the text of the source, unless noted: active = inhibition above about 50%; inactive = the rest.

SMILES | XIAP displacement | CSM14.1 death rescue | HEK293 NOD2/NF-kB | P. falciparum M1AAP | SIAH1 antagonists | LYP phosphatase | P. falciparum M17LAP | Lipid droplet | Lipid droplet cells 6.5 µM | AID2073
COc1ccccc1CNC(=O)C(=O)NCC1OCCCN1S(=O)(=O)c1cccs1 (stereo unspecified) | · | · | 12% | · | 16% | -9% | · | 14 | 818 | 33%
Nc1nc(Nc2ccccc2)nc(NCc2ccccc2)c1[N+](=O)[O-] | · | · | 5% | 18% | -3% | 0% | 12% | -1 | 659 | -4%
CCC(=O)N(CCC1(C(C)C)CCOC(C)(C)C1)C(C)c1cccs1 (stereo unspecified) | · | · | -10% | 5% | 0% | -8% | -8% | -11 | 686 | -12%
CCOC(=O)N1CCC(Nc2ncnc3c2cnn3-c2ccc(C)cc2C)CC1 | -5.6% | -1.2% | 35% | -3% | 7% | 0% | 8% | 24 | 668 | 1%
O=C(Cc1ccccc1[N+](=O)[O-])NC1CCN(Cc2ccccc2)CC1 | · | · | -1% | · | 2% | -12% | · | -2 | 795 | -7%
CC(C)CC(NC(=O)C1CCC(C)CC1)C(=O)Nc1ccccc1F (stereo unspecified) | · | · | 11% | · | 7% | -5% | · | -16 | 788 | -1%
COc1cccc(NC(=O)CN(C)CC(=O)Nc2ccc(C)cc2Cl)c1 | -0.2% | -0.4% | 15% | 2% | -1% | -3% | 5% | 2 | 679 | 1%
COc1ccc(C(=O)N2CCN=C2SCc2cccnc2)c(OC)c1 | -4.7% | 8.9% | 10% | 5% | 4% | -7% | 3% | · | · | -1%
O=C(O)C1=C[C@H](c2cccs2)C[C@H](OCc2ccc(CO)cc2)O1 | · | · | -7% | 0% | 2% | -1% | 1% | -3 | 804 | 2%
N#Cc1cccc(NC(=O)c2nc(-c3ccccc3)n(-c3ccccc3)n2)c1 | 2.3% | 11% | 7% | -20% | 1% | -5% | -3% | · | · | -4%
CCN1CCN(CC(=O)N2c3ccccc3Sc3ccccc32)CC1 | · | · | 21% | · | 12% | -7% | · | · | · | -5%
CCCn1nc(NC(=O)CC(C)C)c2cc3cccc(C)c3nc21 | · | · | 14% | · | 9% | -16% | · | 18 | 731 | 15%
COc1cc(NC(=O)c2ccc(-c3csc(C)n3)cc2)c(OC)cc1Cl | · | · | 8% | · | 7% | -3% | · | -5 | 818 | 28%
Cc1ccc(NC(=O)/C=C/c2ccco2)nc1 | -1.8% | -0.4% | 7% | 6% | 27% | -2% | 11% | ? | · | 17%
Cc1ccc(C(C(=O)NC(C)(C)C)N(Cc2ccc3c(c2)OCO3)C(=O)c2ccc(CN3CCOCC3)o2)o1 (stereo unspecified) | -1.7% | 0.0% | 10% | 3% | 5% | 0% | 21% | 32 | 711 | 13%
CCN(CC)c1ccc(S(=O)(=O)N2CCOCC2)cc1NC(=O)c1cc(=O)c2ccccc2o1 | -2.5% | 0.6% | -3% | 0% | 0% | -2% | 0% | 4 | 677 | 6%
CCn1nc(C)cc1C(=O)Sc1ccc(C)cc1 | · | · | 4% | 2% | -4% | -4% | 7% | 1 | 735 | 1%
CC1=C(C(=O)O)N2C(=O)C(NC(=O)c3ccn(C)n3)C2SC1 (stereo unspecified) | -0.6% | -1.6% | 19% | -2% | 0% | -8% | 6% | · | · | -8%
CN(C)CCCNC(=S)N(CCCN(C)C)Cc1cc2cc3c(cc2[nH]c1=O)OCO3 | · | · | 0% | · | -1% | -4% | · | -3 | 793 | -1%
CCOc1ccc(CCNC(=O)COC(=O)c2ccco2)cc1OCC | -3.8% | -2.8% | 6% | -2% | -4% | -11% | 13% | 12 | 817 | 6%
COC(=O)C1=C(C)N(Cc2ccc(OC)cc2)C(=O)C1 | -5.3% | -1.9% | -2% | 5% | -5% | -11% | -13% | -3 | 601 | 2%
CC(=O)Nc1c(C)ccc(S(N)(=O)=O)c1C | -4.4% | -0.9% | -4% | 1% | 4% | -9% | 7% | 11 | 721 | 16%
Cc1ccc(C(=O)Nc2ncc3c(n2)CC(c2ccco2)CC3=O)cc1 (stereo unspecified) | -5.1% | -0.7% | 20% | 11% | -3% | -12% | 8% | · | · | -10%
CC(=C/c1ccc(C(C)C)cc1)/C=N/NC(=O)c1ccncc1 | -6.3% | -2.1% | -8% | 4% | 0% | -2% | -10% | -14 | 673 | 8%
CCOC(=O)c1cccc(NC(=O)CSc2nnc(COc3ccccc3C)o2)c1 | -5.3% | -0.1% | 5% | 7% | -7% | -2% | -6% | · | · | 6%

Laid out differently: 2 of the compounds above
The line under a structure holds: XIAP displacement	CSM14.1 death rescue	HEK293 NOD2/NF-kB	P. falciparum M1AAP	SIAH1 antagonists	LYP phosphatase	P. falciparum M17LAP	Lipid droplet	Lipid droplet cells 6.5 µM	AID2073
COc1ccc(C(=O)N2CCN=C2SCc2cccnc2)c(OC)c1
  -4.7%	8.9%	10%	5%	4%	-7%	3%	·	·	-1%
COc1cccc(NC(=O)CN(C)CC(=O)Nc2ccc(C)cc2Cl)c1
  -0.2%	-0.4%	15%	2%	-1%	-3%	5%	2	679	1%

Following part:
SMILES | XIAP displacement | CSM14.1 death rescue | HEK293 NOD2/NF-kB | P. falciparum M1AAP | SIAH1 antagonists | LYP phosphatase | P. falciparum M17LAP | Lipid droplet | Lipid droplet cells 6.5 µM | AID2073
COc1cccc(-c2nnc(N(C)C(=O)C3CCOC3)s2)c1 (stereo unspecified) | -0.4% | -2.7% | -9% | 14% | 3% | -6% | 8% | · | · | -2%
O=C/C=C/c1coc2ccc3ccccc3c2c1=O | · | · | 12% | 6% | 18% | -8% | 4% | 22 | 744 | -1%
CC(C)Oc1ccc(C(=O)N(CN2CCCC2=O)c2ccc(F)cc2)cc1 | -2.6% | -0.6% | 6% | 8% | -1% | -9% | 8% | 9 | 756 | -5%
COc1cccc(-n2c(Cc3cc(=O)[nH]c(=O)[nH]3)nnc2SCC(=O)N2CCCCC2)c1 | 0.5% | -0.2% | 10% | 5% | 3% | -9% | 3% | · | · | 19%
O=c1cc(-c2ccccc2[N+](=O)[O-])oc2ccccc12 | 1.5% | -0.7% | -11% | 1% | 3% | -8% | 4% | 0 | 645 | 7%
CC(C)N1C(=O)CCC1C(=O)N1CCCc2ccccc21 (stereo unspecified) | -2.4% | 1.7% | -3% | 2% | 4% | -9% | -1% | · | · | 0%
CCn1c(SCC(=O)Nc2ccc3c(c2)OCO3)nc2ccccc21 | -1.5% | -1.2% | -10% | 2% | 3% | -3% | -1% | 20 | 768 | -6%
Cc1ccc(-c2nnc(N3CCOCC3)c3ccccc23)cc1S(=O)(=O)N(C)C | · | · | 9% | · | 3% | -11% | · | -11 | 807 | 4%
Cc1ccc(S(=O)(=O)N(C(=O)c2ccco2)c2cc3sc(=O)oc3c3ccccc23)cc1 | -1.8% | -2.2% | 38% | 5% | 28% | 3% | 1% | 14 | 628 | 21%
O=C(c1cc(COc2cccc(C(F)(F)F)c2)on1)N1CCC(Oc2cccnc2)CC1 | · | · | 19% | · | 1% | -6% | · | -21 | 679 | 2%
O=C(O)C1CCCCC1C(=O)NCCCCc1ccccc1 (stereo unspecified) | -5.9% | 0.3% | -12% | 2% | 0% | -15% | 39% | · | · | -1%
CN(C)C(=O)c1cn(-c2ccc(Cl)cc2)c(=O)c2ccccc12 | -0.7% | -1.0% | 11% | 1% | 3% | 2% | -1% | -4 | 701 | -4%
CC(=O)c1cccc(NC(=O)c2oc(C)nc2C)c1 | -2.4% | -0.2% | -1% | 6% | 5% | -6% | -6% | · | · | -3%
CCc1ccc(NC(=S)N(Cc2cccc(Br)c2)CC2CCC(C(=O)O)CC2)cc1 (stereo unspecified) | -8.0% | -14% | -9% | -4% | -2% | -1% | 19% | -2 | 722 | 13%
CSc1ccc(CN2CCN(C(=O)c3ccc([N+](=O)[O-])cc3)CC2)cc1 | 1.1% | 3.3% | 20% | -5% | -1% | 0% | -1% | 2 | 661 | -2%
Cc1ccc(Cn2nnnc2CN2CCC(NC(=O)C(C)(C)C)CC2)cc1 | -16% | -1.8% | -42% | 3% | -6% | -11% | 12% | 4 | 611 | -1%
Cc1cc(Br)cc(C)c1OCC(=O)NNC(=O)c1cccs1 | · | · | 9% | · | 1% | -5% | · | 3 | 811 | 6%
O=C(NCCc1ccccc1)C(=O)c1cn(CC(=O)N2CCCC2)c2ccccc12 | · | · | 16% | · | -1% | -7% | · | 9 | 831 | -1%
CN(C(=O)COC(=O)/C=C/c1ccc2ccccc2n1)C1CCS(=O)(=O)C1 (stereo unspecified) | -6.4% | -0.1% | 23% | 7% | 16% | 0% | 4% | -11 | 716 | 30%
CC(C)C(c1nnnn1Cc1ccccc1)N1CCN(Cc2ccc3c(c2)OCO3)CC1 (stereo unspecified) | 0.6% | 1.5% | -30% | 4% | -2% | -2% | -1% | · | · | -10%
COc1ccc(Sc2ccc(/C=C3\C(=O)NN(c4ccccc4)C3=O)o2)cc1 | -0.7% | -1.3% | -14% | 11% | -1% | -6% | 24% | 3 | 466 | -7%
COc1ccc(C(=O)NNC(=O)C(=O)NC(C)c2ccccc2)cc1OC (stereo unspecified) | -7.4% | 0.4% | 1% | 0% | 2% | -2% | 26% | 10 | 698 | -7%
COC(=O)c1cc(NC(=O)C2(S(=O)(=O)c3ccc(C)cc3)CC2)cc(C(=O)OC)c1 | -1.5% | 1.5% | 19% | -3% | 4% | -4% | 12% | 8 | 672 | 0%
CN(C)S(=O)(=O)c1cccc(NC(=O)CNC2CCCCC2)c1 | · | · | 19% | 2% | 3% | -13% | -1% | 4 | 761 | 1%
C=CCOc1c(CNc2ccc3[nH]c(=O)[nH]c3c2)cccc1OC | -2.2% | 0.7% | 10% | 4% | -3% | -6% | -14% | -10 | 630 | 1%
C#CCOCCOCCOCCNc1nc(N2CCN(C(=O)[C@H](CCC(=O)O)n3cc(C(N)[C@H](C)CC)nn3)CC2)nc(N2CCN(C(=O)[C@H](Cc3cc4ccccc4[nH]3)n3cc(C(N)[C@H](C)CC)nn3)CC2)n1 (stereo partly specified) | -5.3% | 0.9% | 6% | 14% | 12% | -8% | 2% | -1 | 682 | 5%
CNS(=O)(=O)c1cccc(C(=O)OCC(=O)NC2CCCC2)c1 | · | · | 7% | · | 1% | -8% | · | -3 | 679 | -19%
CN1C(=S)SC(N2OC3C(=O)N(c4ccccc4)C(=O)C3C2c2ccccc2)C1(C)C (stereo unspecified) | -4.3% | 3.2% | 1% | -4% | -1% | 0% | -3% | 9 | 710 | 9%
COCc1ccc(C(=O)NC2CCCc3c2cnn3-c2cc(C)cc(C)c2)s1 (stereo unspecified) | · | · | 42% | · | 2% | -2% | · | -11 | 575 | 5%
COCC(=O)N1CCC(Oc2ccc(C(=O)NCCCC3CCCC3)cc2)CC1 | · | · | 25% | · | 0% | -8% | · | -6 | 674 | -1%

Screening results deposited in PubChem by several laboratories.

The list is partial, so the mix of outcomes need not match the whole.
